From PubChem BioAssay
RGS4 act: RGS4 potentiators or activators, primary screen, cell-based, HEK293 M3R inducible RGS4, calcium flux; 310,000 compounds, 0.92% hits; B-score at 10 µM; carbachol calcium flux Fluo4; hits give low values; AID 463111, 2010;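 active means B-score of the integrated calcium signal more than 4 SD below the library mean, with starting fluorescence not abnormally high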;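 further: negative B-score means reduced calcium response which marks RGS4 activation or potentiation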
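System – HEK293 FlpIn-TREx cells, stable M3R, doxycycline-inducible RGS4 · Reagent – ECmax carbachol challenge · Times – compound preincubation 20 min at room temperature before agonist · Technique – Fluo4 fluorescence kinetic imaging of calcium · Measure – B score of integrated Fluo4 ratio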
KCNQ1 act: potentiators or activators of KCNQ1 channel, primary screen, cell-based, thallium flux, high-throughput; Potassium voltage-gated channel subfamily KQT member 1 (Homo sapiens), P51787; 310,000 compounds, 0.35% hits; CHO-K1 KCNQ1, thallium flux FluxOR fluorescence; hits give high values; B-score at 10 µM;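 active means fluorescence ratio B-score, a plate-corrected score, at least three library SD, with initial intensity B-score within 5 SD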
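assay system = KCNQ1-transfected CHO-K1 cells | medium = assay buffer with matched DMSO | probe or stimulus = depolarizing K+/Tl+ stimulus, K2SO4 and Tl2SO4 each 12.5 mM in 5x stock | dosing = single dose | incubation = dye 90 min, compound 20 min, room temperature | detection = kinetic FluxOR fluorescence, 10 s baseline plus 110 s post-stimulus | evaluation = ratio B score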
hERG rescue: hERG rescue from dofetilide block, primary screen, cell-based, CHO-hERG, FluxOR thallium flux, dofetilide IC70; activation (rescue from dofetilide block), less the hit threshold, % at 10 µM; Voltage-gated inwardly rectifying potassium channel KCNH2 (Homo sapiens), Q12809; dofetilide IC70 present; 310,000 compounds, 0.51% hits;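 active means activation above the mean of controls blocked by dofetilide plus 5 SD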;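 further: thallium influx through hERG after potassium depolarization seen as dye fluorescence rise; in these data hits start at about 4.7%; inactives centre near -7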
MrgX1 agonist: agonists of human MrgX1 receptor, primary screen, HEK293 cells, Fluo-4 calcium flux. B-score at 10 µM. Fluo-4 calcium fluorescence, agonist mode; hits give high values. 310,000 compounds, 0.44% hits. AID 588627, 2011. Mas-related G-protein coupled receptor member X1 (Homo sapiens), Q96LB2;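 active means calcium response B-score plate-corrected fluorescence ratio at least 3 library SD, with starting fluorescence B-score inside 5 SD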
Target sequence (Q96LB2 whole entry, looked up): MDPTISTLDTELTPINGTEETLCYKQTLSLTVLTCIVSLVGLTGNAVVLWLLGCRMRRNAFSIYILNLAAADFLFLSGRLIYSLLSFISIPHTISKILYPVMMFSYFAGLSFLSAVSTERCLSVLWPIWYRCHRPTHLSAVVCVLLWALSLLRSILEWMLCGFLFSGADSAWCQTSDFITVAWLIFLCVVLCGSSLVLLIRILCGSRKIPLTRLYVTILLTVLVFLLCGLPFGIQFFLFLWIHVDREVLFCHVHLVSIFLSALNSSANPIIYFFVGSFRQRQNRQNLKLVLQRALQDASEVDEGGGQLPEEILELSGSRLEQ
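System: HEK293 cells stably expressing human MrgX1 receptor; Dosing: test compound in the initial addition of three; Schedule: overnight plating, then 30 min 37 °C plus 30 min room-temperature dye loading; Detection: kinetic calcium dye fluorescence, Fluo-4 NW; Controls: per-plate positive and negative controls for Z′ factor.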
TMEM16A act: TMEM16A chloride channel activators or potentiators, primary screen, cell-based, HTS; B-score at 10 µM; HEK293 TMEM16A/YFP-H148Q/I152L, iodide quench fluorescence; hits give low values; 340,000 compounds, 0.3% hits; Anoctamin-1 (Mus musculus), Q8BHY3;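 active means fluorescence-ratio B-score plate-corrected deviation score at least 3 library SD below zero, with starting fluorescence score within 5 deviations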;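 further: channel opened by trigger with iodide after compound preincubation; score built on the fluorescence ratio of max minus min over baseline; more negative score means more quench and so TMEM16A activation or potentiation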
KCNK9 inh: KCNK9 potassium channel inhibitors, primary screen, HEK293 cells, thallium flux | B-score at 10 µM | 310,000 compounds, 1.2% hits | FluxOR thallium flux fluorescence; hits give low values | AID 488922, 2010;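 active means ratio B-score over 3 SD below the library mean, with starting fluorescence within 5 SD of its mean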;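 further: negative B-score means less thallium flux so channel inhibition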
Target sequence (Q9NPC2 whole entry, looked up): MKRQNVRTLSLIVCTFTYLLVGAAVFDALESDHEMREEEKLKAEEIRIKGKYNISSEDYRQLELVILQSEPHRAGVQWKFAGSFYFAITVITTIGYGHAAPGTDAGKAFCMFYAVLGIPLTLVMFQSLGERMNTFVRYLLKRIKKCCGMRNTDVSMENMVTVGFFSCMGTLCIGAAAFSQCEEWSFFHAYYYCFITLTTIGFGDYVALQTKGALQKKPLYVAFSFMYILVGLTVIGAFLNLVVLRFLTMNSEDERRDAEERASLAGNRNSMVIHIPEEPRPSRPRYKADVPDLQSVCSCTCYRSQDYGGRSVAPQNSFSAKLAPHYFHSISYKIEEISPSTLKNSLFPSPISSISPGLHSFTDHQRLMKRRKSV
KCNK3 block: human KCNK3 channel inhibitors, primary screen, CHO cells, FluxOR thallium flux, B-score; Potassium channel subfamily K member 3 (Homo sapiens), O14649; FluxOR fluorescence; hits give low values; B-score at 10 µM; 340,000 compounds, 0.84% hits; AID 602410, 2012;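 active means B-score under library mean minus 4 SD, starting fluorescence ratio at most library mean plus 5 SD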;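 further: more negative B-score means stronger inhibition of thallium flux through KCNK3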
Target sequence (O14649 whole entry, looked up): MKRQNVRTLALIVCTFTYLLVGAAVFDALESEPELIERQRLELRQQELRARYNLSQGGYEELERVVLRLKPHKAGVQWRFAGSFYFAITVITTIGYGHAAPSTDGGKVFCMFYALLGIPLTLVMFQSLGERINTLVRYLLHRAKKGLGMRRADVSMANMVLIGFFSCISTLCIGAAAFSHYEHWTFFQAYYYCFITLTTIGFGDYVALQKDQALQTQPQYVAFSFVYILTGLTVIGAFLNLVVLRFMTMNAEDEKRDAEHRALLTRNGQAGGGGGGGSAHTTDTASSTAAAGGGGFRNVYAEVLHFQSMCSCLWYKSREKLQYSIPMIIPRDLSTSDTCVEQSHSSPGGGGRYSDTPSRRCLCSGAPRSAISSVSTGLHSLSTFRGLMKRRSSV
TMEM16A inh: TMEM16A chloride channel inhibitors, primary screen, cell-based, HTS. AID 588511, 2011. 310,000 compounds, 1.2% hits. normalized B-score (activity score, 25-100; higher = stronger inhibition) at 10 µM. Anoctamin-1 (Mus musculus), Q8BHY3. HEK293 TMEM16A/YFP iodide influx fluorescence, ionomycin;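 active means ratio plate-corrected score three or more library SD toward inhibition, starting fluorescence score within five deviations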;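 further: score derived from kinetic fluorescence span divided by baseline fluorescence per well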
MrgX1 allo act: positive allosteric modulators of MrgX1, primary screen, HEK293 cells, Fluo-4 calcium flux; Mas-related G-protein coupled receptor member X1 (Homo sapiens), Q96LB2; FDSS; hits give high values; B-score at 10 µM; 310,000 compounds, 0.63% hits; AID 588675, 2011;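 active means plate-corrected calcium response at least 3 library SD above typical, normal starting fluorescence, not activating the receptor alone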;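 further: compound read alongside a low EC10 to EC30 dose of BAM8-22 agonist; peak minus trough fluorescence over baseline measured at the second addition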
RGS4 block: RGS4 inhibitors, primary screen, cell-based, HEK293 M3R inducible RGS4, calcium flux; Regulator of G-protein signaling 4 (Homo sapiens), P49798; Fluo-4 calcium flux; hits give high values; triggered by carbachol at its EC20; B-score at 10 µM; 310,000 compounds, 0.45% hits;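 active means B-score, a plate-corrected calcium signal, over three deviations above library mean, with baseline fluorescence within five deviations of library mean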;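 further: RGS4 expression induced by doxycycline in cells with stable M3 receptor; B-score is computed from the integrated fluorescence ratio over baseline after carbachol; higher B-score means a larger calcium signal and so more RGS4 inhibition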
KCNQ1 inh: inhibitors of human KCNQ1 channel, primary screen, cell-based, thallium flux, high-throughput; Potassium voltage-gated channel subfamily KQT member 1 (Homo sapiens), P51787; CHO-K1 KCNQ1, FluxOR thallium flux fluorescence; hits give high values; B-score at 10 µM; 310,000 compounds, 1.3% hits;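 active means compounds whose thallium flux B-score, printed positive for inhibition, exceeds three library SD while starting fluorescence stays within three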;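 further: channel opened by potassium depolarization with thallium stimulus after 20 min compound exposure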
* marks the source's active call; other numbers are inactive results; i = inactive; . = no result given.

SMILES	RGS4 act	KCNQ1 act	hERG rescue	MrgX1 agonist	TMEM16A act	KCNK9 inh	KCNK3 block	TMEM16A inh	MrgX1 allo act	RGS4 block	KCNQ1 inh
CC(C)C1=CC(=Nc2ccc(S(N)(=O)=O)cc2)C=C(C(C)C)C1=O	i	i	-13.8	i	i	i	i	i	i	i	i
COc1ccc(NC(=O)Nc2cccs2)cc1OC	i	i	2.8	i	i	i	i	i	i	i	i
COCCn1c(SCC#N)nnc1-c1ccccc1O	i	i	-12.4	i	i	i	i	i	i	i	i
COc1ccc(C)cc1NC(=O)C1CCN(S(=O)(=O)c2cccc3cccnc23)CC1	i	i	-4.1	i	i	i	i	i	i	i	i
Cn1cc(SCC(=O)N2CCCc3ccccc32)c2ccccc21	i	i	-13.1	i	i	i	i	i	i	i	i
COCc1c(C(=O)N/N=C/C2CC=CCC2)nnn1-c1nonc1N (stereo not drawn)	i	i	-4.0	i	i	i	i	i	i	i	i
CCOc1ccccc1-c1nnc(SCC(=O)Nc2ccccc2)o1	.	.	.	i	i	.	i	i	i	.	.
COc1cccc(CN2CCNC(=O)C2CC(=O)N(C)CCc2ccccn2)c1 (stereo not drawn)	i	i	-6.8	i	i	i	i	i	i	i	i
CCN(C(=O)COC(=O)CCS(=O)(=O)c1ccc(C)cc1)C1CCS(=O)(=O)C1 (stereo not drawn)	i	i	-8.8	i	i	i	i	i	i	i	i
CC(OC(=O)CCCOc1ccccc1)C(=O)NC(N)=O (stereo not drawn)	i	i	-4.2	i	i	i	i	i	i	i	i
CCC(c1nnnn1CCOC)N1CCN(c2cccc(C(F)(F)F)c2)CC1 (stereo not drawn)	i	i	-7.5	i	i	i	i	i	i	i	i
Cc1cc2c(cc(C(=O)NCCCN3CCOCC3)n2Cc2ccc(Cl)cc2)o1	i	i	-4.5	i	i	i	i	i	i	i	i
O=C(CSc1nnc(COc2ccccc2)o1)Nc1nccs1	i	i	-8.9	i	i	i	i	i	i	i	i
O=CN(/C=C1\Sc2ccccc2C1=O)Cc1ccccc1	i	i	-12.1	i	i	i	i	i	i	i	i
COc1cccc(CNC(=O)Cn2ncn3cccc3c2=O)c1OC	i	i	-7.3	i	i	i	i	i	i	i	i
C=CCOc1c(Br)cc(/C=N\n2nnnc2N)cc1OC	i	i	-8.0	i	i	i	i	i	i	i	i
[O-][n+]1onc2c1C(N1CCOCC1)CCC2N1CCOCC1 (stereo not drawn)	i	i	-9.0	i	i	i	i	i	i	i	i
CCOc1ccccc1C(=O)Nc1cccc2ccccc12	i	i	-2.2	i	i	i	i	i	i	i	i
CN(C)CCNC(=O)COc1ccc(C23CC4CC(CC(C4)C2)C3)cc1	i	i	-24.2	i	i	i	i	i	i	i	i
O=C1c2ccc([N+](=O)[O-])cc2C(=O)N1c1ccc([N+](=O)[O-])cn1	i	i	-3.1	i	i	i	i	i	i	i	i
O=C(c1c(F)cccc1F)N1CCN(c2ncc(Br)cn2)CC1	i	i	-3.2	i	i	i	i	i	i	i	i
CCN(c1ccccc1)S(=O)(=O)c1ccc(Cl)nc1	i	i	-12.8	i	i	i	i	i	9.38*	i	i
CC(C)(C)OC(=O)n1cc(/C=N/NC(=O)c2ccco2)c2ccccc21	i	i	-8.7	i	i	i	-9.18*	i	i	i	i
CN(Cc1nc(-c2ccccn2)no1)S(=O)(=O)c1ccc(Br)cc1	i	i	-8.9	i	i	i	i	i	i	i	i
COC(=O)c1ccc(CSc2nc3c(cnn3-c3ccccc3)c(=O)[nH]2)o1	i	i	4.2	i	i	i	i	i	i	i	i
C/C(=N\NC(=O)c1ccccc1)c1ccccc1F	i	i	-1.6	i	i	i	i	i	i	i	i
CCC(C)C(=O)Nc1nnc(SCC(=O)NC2CCCCC2)s1 (stereo not drawn)	i	i	-6.5	i	i	i	i	i	i	i	i
O=C(CN1CCN(S(=O)(=O)N2CCCCC2)CC1)Nc1cc(Cl)ccc1Cl	i	i	-3.5	i	i	i	i	i	i	i	i
O=C(Cn1c2c(c(=O)n3ncnc13)CCC2)N/N=C/c1cccs1	i	i	-3.9	i	i	i	i	i	i	i	i
CCc1ccc(/C=C2/C(=O)N(CC)C(=S)N2C)s1	i	i	-7.7	i	i	i	i	i	i	i	i
O=C(CSCc1c(Cl)cccc1Cl)Nc1cccnc1	i	i	-1.3	i	i	i	i	i	i	i	i
CCCCCNc1nc(-c2ccccc2)cs1	i	i	-6.6	i	.	i	.	i	i	i	i
Cc1nc(-c2cccnc2)sc1C(N)=O	i	i	-12.9	i	i	i	i	i	i	i	i
CCOC(=O)C1CCCCN1Cc1ccc(F)c(Br)c1 (stereo not drawn)	i	i	-7.6	i	i	i	i	i	i	i	i
COc1ccc(N=c2oc3c(OC)cccc3cc2C(=O)NCc2ccco2)cc1OC	.	.	.	i	i	.	i	i	i	.	.
C[C@@H]1CN(c2nc3nonc3nc2N2CCSCC2)C[C@H](C)O1	i	i	-7.2	i	i	i	i	i	i	i	i
c1ccc(-n2nnnc2SCc2cn3ccccc3n2)cc1	i	i	-12.0	i	i	i	i	i	i	i	i
Cc1ccc(C2CC(c3cccs3)=NN2C(=O)CCl)cc1 (stereo not drawn)	i	i	-1.7	i	i	i	i	i	i	i	i
CCCN(CCC)S(=O)(=O)c1ccc(C(=O)NCc2n[nH]c(=S)n2-c2ccc(Cl)c(Cl)c2)cc1	i	i	-13.6	i	i	i	i	i	i	i	i
C=C(C)CCC(C)N1CCC(n2nccc2NC(=O)CCCc2ccccc2)CC1 (stereo not drawn)	i	i	-8.2	i	i	i	i	i	i	i	i
CCOc1ccc(-c2nnc3ccc(SCC(=O)Nc4nc5ccc(C)cc5s4)nn23)cc1	i	i	-11.9	i	i	-10.8*	i	i	i	i	i
O=C(N/N=C/c1nn(-c2ccccc2)cc1-c1ccc(Cl)cc1)c1ccncc1	i	i	-53.2	i	.	i	.	25*	i	i	i
CC1CCCCC1NC(=O)c1cccc(NC2=NC3CS(=O)(=O)CC3S2)c1 (stereo not drawn)	i	i	-9.2	i	i	i	i	i	i	i	i
COc1ccc(C(=O)NCC2OCCc3ccccc32)c(O)c1 (stereo not drawn)	i	i	-11.2	i	i	i	i	i	i	i	i
Cc1nc(S(=O)(=O)c2ccc(Cl)cc2)c(N(C)C)o1	i	i	-8.1	i	i	i	i	i	i	i	i
O=C(O)CCC(=O)NC1CCCCCCC1	i	i	-10.1	i	i	i	i	i	i	i	i
COc1cc(C)c(S(=O)(=O)N2CCOCC2)cc1C	i	i	-12.8	i	i	i	i	i	i	i	i
CCn1cc(SCC(=O)NC2CCCC2)c2ccccc21	i	i	-5.6	i	i	i	i	i	i	i	i
Cc1cc(C)n2c(SCCO)nnc2n1	i	i	0.2	i	i	i	i	i	i	i	i
CSc1nc2cc(C)nn2c(-c2ccc(C(C)(C)C)cc2)c1C#N	i	i	-9.1	i	i	i	i	i	i	i	i
O=C(CSCc1cnn(-c2ccccc2)c1-n1cccc1)NCc1cccs1	i	i	-7.0	i	i	i	i	i	i	i	7*
COc1cc(/C=N/NC(=O)CCc2n[nH]c(=O)[nH]c2=O)cc(OC)c1OC	i	i	-4.1	i	i	i	i	i	i	i	i
O=C(Cn1nc2sc3ccccc3n2c(=O)c1=O)c1ccc(Cl)cc1	i	i	-1.1	i	.	i	.	i	i	i	i
COC(C[C@@H]1O[C@@H]1C(=O)[C@@H](C)OCc1ccccc1)OC	i	i	0.8	i	i	i	i	i	i	i	i
O=C(Nc1ccc(Cl)cn1)c1ccc(COc2ccccc2Br)o1	i	i	-27.2	i	i	i	i	i	i	i	i
CCOC(=O)C1=c2/c(=C/c3ccncc3)c(N)c(C(=O)OC)n2C(=O)C(c2ccncc2)S1 (stereo not drawn)	i	i	-9.5	i	i	i	i	i	i	i	i
Cc1cnc(C(=O)OCC(=O)C23CC4CC(CC(C4)C2)C3)cn1	i	i	-8.0	i	i	i	i	i	i	i	i
CCCCCCCNc1nc(Cl)nc(NCCO)n1	i	i	-10.9	i	i	i	i	i	i	i	i
CCn1nnc(NC(=O)C(C)(c2ccccc2)c2ccccc2)n1	i	i	-20.2	i	i	i	i	i	i	i	i
Cc1ccccc1NC(=O)CNC(=O)c1ccc(C(F)(F)F)cc1	i	i	-5.8	i	i	i	i	i	i	i	i
The list continues.
SMILES	RGS4 act	KCNQ1 act	hERG rescue	MrgX1 agonist	TMEM16A act	KCNK9 inh	KCNK3 block	TMEM16A inh	MrgX1 allo act	RGS4 block	KCNQ1 inh
CCN1/C(=C/c2ccc3cc(C)ccc3[n+]2CC)Sc2ccc3sccc3c21	i	i	-18.1	39.2*	i	i	i	i	i	i	i
O=C(CSc1nnc(-c2cc(-c3cccs3)nc3ccccc23)o1)NC1CCCCC1	i	i	-7.0	i	i	i	i	i	i	i	i
CC1=C(C(=O)Nc2ccc(C)cc2C)C(c2cccs2)NC(=S)N1 (stereo not drawn)	i	i	-4.1	i	i	i	i	i	i	i	i
C=CCn1c(=O)/c(=C/c2ccc(Cl)cc2)s/c1=C(/C#N)c1nnc2n1CCCCC2	i	i	-11.0	i	i	i	i	i	i	i	i
Cc1ccc[n+](CC(=O)c2ccc(Br)cc2)c1	i	i	-5.9	i	i	i	i	i	i	i	i
